GPR151 activ: human GPR151 activation; AID 1508602; PathHunter beta-arrestin GPR151 cells, luminescence; activation, % at 11.2 µM; Q8TDV0; actives 1% (n = 650,000); in the data active = activation above about 4.9%;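 note: 0% = median of compound wells and 100% = cells with positive control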
Target sequence (Q8TDV0 whole entry, looked up): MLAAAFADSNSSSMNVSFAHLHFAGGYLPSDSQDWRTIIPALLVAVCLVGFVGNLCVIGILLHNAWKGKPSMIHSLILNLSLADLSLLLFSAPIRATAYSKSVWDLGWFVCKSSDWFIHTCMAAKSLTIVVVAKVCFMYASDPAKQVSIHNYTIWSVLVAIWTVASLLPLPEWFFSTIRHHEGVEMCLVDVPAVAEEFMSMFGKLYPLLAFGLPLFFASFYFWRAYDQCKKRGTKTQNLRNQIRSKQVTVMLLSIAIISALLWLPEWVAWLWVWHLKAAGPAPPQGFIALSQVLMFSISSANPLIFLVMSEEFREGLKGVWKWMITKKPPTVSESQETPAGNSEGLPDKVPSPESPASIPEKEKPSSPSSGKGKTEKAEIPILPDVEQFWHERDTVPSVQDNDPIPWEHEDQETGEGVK
MITF inh: blocks human microphthalmia-associated transcription factor; O75030; AlphaScreen MITF homodimerization, bead proximity signal; inhibition, % at 2.6 µM; actives 0.91% (n = 650,000); AID 1259374; in the data active = inhibition above about 50%;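 note: 0% = vehicle wells with protein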
Target sequence (O75030 whole entry, looked up): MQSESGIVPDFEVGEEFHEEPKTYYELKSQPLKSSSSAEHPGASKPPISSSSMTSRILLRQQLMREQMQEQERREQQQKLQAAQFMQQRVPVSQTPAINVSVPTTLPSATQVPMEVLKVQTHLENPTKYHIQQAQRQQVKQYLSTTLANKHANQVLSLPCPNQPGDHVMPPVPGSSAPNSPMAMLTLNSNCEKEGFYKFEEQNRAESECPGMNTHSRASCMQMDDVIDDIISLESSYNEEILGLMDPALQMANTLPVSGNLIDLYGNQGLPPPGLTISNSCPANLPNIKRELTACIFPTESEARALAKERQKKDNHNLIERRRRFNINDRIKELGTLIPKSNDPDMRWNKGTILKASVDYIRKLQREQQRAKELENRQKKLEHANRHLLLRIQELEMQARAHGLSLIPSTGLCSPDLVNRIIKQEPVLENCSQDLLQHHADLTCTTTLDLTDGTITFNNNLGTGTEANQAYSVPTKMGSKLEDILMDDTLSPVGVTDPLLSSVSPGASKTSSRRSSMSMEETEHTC
FBW7 act: activators of human E3 ligase FBW7; actives 0.13% (n = 650,000); AlphaScreen FBW7–phospho-cyclin E peptide binding, activator screen; normalized activity (activation), % at 26.1 µM; Q969H0; AID 1259310; in the data active = normalized activity above about 1.9%;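 note: purified mutant Fbw7 with reduced substrate affinity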
TEAD-YAP inh: TEAD-YAP interaction inhibition; HEK-TIYL cells, TEAD-Gal4/YAP UAS-luciferase luminescence; inhibition, % at 9.12 µM; actives 1.4% (n = 640,000); in the data active = inhibition above about 32%;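 note: 0% = median of test compound wells and 100% = reference inhibitor wells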
Numbers without * were called inactive. Outcome played no part in choosing rows. About 3.5% of those tested had a hit in this group.

SMILES	GPR151 activ	MITF inh	FBW7 act	TEAD-YAP inh
Cc1ccc(C(=O)NCCNc2ccc([N+](=O)[O-])cc2Cl)cc1	-0.2	26	0.5	34*
COC(=O)c1nc(NC(=S)NC(=O)c2cccs2)sc1C	-0.6	8	-0.1	-5
Cc1cc(C)c(C2=NON3N(C(=O)C(C)(C)C)c4ccccc4N23)c(C)c1	0.8	22	0.2	11
Clc1ccccc1C1CC(c2ccco2)=Nc2ccccc2S1 (stereo not given)	-0.6	3	-0.1	9
COc1cccc(C(=O)Oc2ccc(C=O)cc2Br)c1	1.0	2	-0.1	-2
O=C(Nc1ccccc1C(F)(F)F)c1ccc(Cn2cnnn2)cc1	-0.9	10	0.1	6
O=C(c1cccc(N2C(=O)c3ccccc3C2=O)c1)N1CCOCC1	-0.4	9	0.0	4
CN(CC(=O)Nc1ccccc1C(F)(F)F)S(=O)(=O)c1ccc(F)cc1	-1.1	3	-0.1	1
CCOC(=O)c1c(-c2ccccc2)oc2ccc(N(C(=O)c3ccncc3)S(=O)(=O)c3ccc(Cl)cc3)cc12	0.1	11	0.1	7
CCC(=O)NC(c1ccc([N+](=O)[O-])cc1)c1c(OC(C)=O)ccc2ccccc12 (stereo not given)	-0.8	2	0.6	-3
CC(NC(=O)Cc1c(F)cccc1Cl)C1CCCO1 (stereo not given)	-0.8	4	0.0	3
O=C(Nc1cccc(F)c1)c1ccc(Br)s1	0.6	14	-0.1	-43
CCC(C)c1ccccc1OCCn1cc(/C=C2\C(=N)N3N=C(C(F)(F)F)SC3=NC2=O)c2ccccc21 (stereo not given)	-2.3	31	0.4	-14
O=C1CCCN1CCCNc1ccc(Cl)nn1	-1.5	84*	-0.2	1
CCOCCCNC(=S)N1CCC(NC(=O)C23CC4CC(CC(C4)C2)C3)CC1	1.2	17	0.8	-11
Fc1ccc(-n2cc(-c3ccccc3)c3c(NCCN4CCOCC4)ncnc32)cc1	-0.5	1	0.0	-3
CS(=O)(=O)N(CC(=O)NCCC1=CCCCC1)c1cccc2ccccc12	-0.5	2	0.1	12
CN1C(=O)/C(=C/c2cn(CC(=O)N3CCCC3)c3ccccc23)c2ccccc21	0.1	5	0.1	25
Cc1ccc(C)c(C(=O)COC(=O)c2cc(Cl)c(Cl)cc2C(=O)OCC(=O)c2cc(C)ccc2C)c1	-2.0	4	0.1	7
COc1ccc(CN2C(=O)COc3ccccc32)cc1	0.5	15	1.3	0

6 of these compounds, set out differently.
molecule | GPR151 activ | MITF inh | FBW7 act | TEAD-YAP inh
CCC(C)c1ccccc1OCCn1cc(/C=C2\C(=N)N3N=C(C(F)(F)F)SC3=NC2=O)c2ccccc21 (stereo not given) | -2.3 | 31 | 0.4 | -14
CS(=O)(=O)N(CC(=O)NCCC1=CCCCC1)c1cccc2ccccc12 | -0.5 | 2 | 0.1 | 12
CCOCCCNC(=S)N1CCC(NC(=O)C23CC4CC(CC(C4)C2)C3)CC1 | 1.2 | 17 | 0.8 | -11
Clc1ccccc1C1CC(c2ccco2)=Nc2ccccc2S1 (stereo not given) | -0.6 | 3 | -0.1 | 9
O=C(Nc1cccc(F)c1)c1ccc(Br)s1 | 0.6 | 14 | -0.1 | -43
O=C(c1cccc(N2C(=O)c3ccccc3C2=O)c1)N1CCOCC1 | -0.4 | 9 | 0.0 | 4

Further compounds:
SMILES	GPR151 activ	MITF inh	FBW7 act	TEAD-YAP inh
OC(CNNc1c(F)c(F)cc(F)c1F)COc1ccccc1 (stereo not given)	-2.1	58*	-0.3	-7
Brc1ccc(C2=CC(c3cccs3)n3ncnc3N2)cc1 (stereo not given)	-1.1	15	0.2	0
CCOC(=O)c1csc(NC(=O)c2cc(C)nn2CC)n1	-1.7	-3	-0.1	-1
CCOC(=O)c1oc2ccccc2c1NC(=O)COc1ccccc1F	0.1	10	0.1	5
Cc1cccc(NC(=O)COc2cccc(C=O)c2)c1	-1.1	3	-0.1	-23
C=C(C)CNC(=O)CC1C(=O)NCCN1Cc1ccc(OC)c(OC)c1 (stereo not given)	0.0	6	0.1	14
COc1ccccc1OCC#CCn1ccnc1	-1.2	63*	-0.2	1
COc1ccc(-c2cc(C(F)(F)F)n3nc(C(=O)N4CCCCCC4)cc3n2)cc1OC	-0.7	5	0.3	3
CC(=O)N(c1ccc(C)cc1)S(=O)(=O)c1ccc(Cl)cc1	1.0	3	0.6	4
CCCCSc1nnc2c(n1)OC(c1cc(Br)c(OC)c(OC)c1)Nc1ccccc1-2 (stereo not given)	2.1	13	0.2	-10
COc1cccc(-c2nnc3n2N=C(c2ccc([N+](=O)[O-])cc2)CS3)c1	0.2	-2	-0.2	9
c1ccc(CCc2nn3c(C4COc5ccccc5O4)nnc3s2)cc1 (stereo not given)	0.4	19	0.9	-13
O=S(=O)(Cc1ccccc1)c1nc2ccccc2[nH]1	-0.9	11	0.7	-14
CCOc1ccccc1NC(=O)CCSc1nc2n[nH]c(C)c2c(=N)n1-c1cccc(Cl)c1	-0.9	14	0.5	6
COc1ccccc1OCC#CCn1cnc2ccccc2c1=O	-1.6	6	0.2	-30
Cc1ccc(CSc2nnc3c(n2)OC(/C=C/c2ccco2)Nc2ccccc2-3)cc1 (stereo not given)	0.4	3	-0.1	3
CCOc1ccc(CC(=O)Nc2c3c(nn2C(C)(C)C)CSC3)cc1	-1.5	7	-0.2	9
COC(=O)c1ccc(C(=O)N2CCCC(N3CCN(c4ccccc4)CC3)C2)nc1 (stereo not given)	-0.3	13	0.2	0
COc1ccc(NC(=O)CN(c2ccc(C)c(C)c2)S(C)(=O)=O)cc1	2.0	-1	0.0	-10
NS(=O)(=O)c1ccc(CCNC(=O)CNC(=O)C2CCCCC2)cc1	-0.4	-1	-0.1	-12

5 entries from above in another layout:
Molecule,GPR151 activ,MITF inh,FBW7 act,TEAD-YAP inh
COc1ccccc1OCC#CCn1ccnc1,-1.2,63*,-0.2,1
COc1ccc(-c2cc(C(F)(F)F)n3nc(C(=O)N4CCCCCC4)cc3n2)cc1OC,-0.7,5,0.3,3
CC(=O)N(c1ccc(C)cc1)S(=O)(=O)c1ccc(Cl)cc1,1.0,3,0.6,4
CCCCSc1nnc2c(n1)OC(c1cc(Br)c(OC)c(OC)c1)Nc1ccccc1-2 (stereo not given),2.1,13,0.2,-10
COc1cccc(-c2nnc3n2N=C(c2ccc([N+](=O)[O-])cc2)CS3)c1,0.2,-2,-0.2,9

Entries of single compounds from above. Order of screens: GPR151 activ, MITF inh, FBW7 act, TEAD-YAP inh
`CCOC(=O)c1c(-c2ccccc2)oc2ccc(N(C(=O)c3ccncc3)S(=O)(=O)c3ccc(Cl)cc3)cc12` reads 0.1, 11, 0.1, 7
`c1ccc(CCc2nn3c(C4COc5ccccc5O4)nnc3s2)cc1` (stereo not given) reads 0.4, 19, 0.9, -13
`CN(CC(=O)Nc1ccccc1C(F)(F)F)S(=O)(=O)c1ccc(F)cc1` reads -1.1, 3, -0.1, 1
`CN1C(=O)/C(=C/c2cn(CC(=O)N3CCCC3)c3ccccc23)c2ccccc21` reads 0.1, 5, 0.1, 25
`COc1cccc(-c2nnc3n2N=C(c2ccc([N+](=O)[O-])cc2)CS3)c1` reads 0.2, -2, -0.2, 9

(cont.)
SMILES	GPR151 activ	MITF inh	FBW7 act	TEAD-YAP inh
COc1ccc(CN2CCc3nnc(CNC(=O)c4ccccc4OC)n3CC2)c(O)c1	2.0	-18	0.1	0
O=C(Cc1cn(-c2ccc(Nc3nccc4ccccc34)nn2)c2ccccc12)Nc1ccccc1	2.6	2	-0.2	-7
COc1ccc(-n2nc(C(=O)NCC(=O)N3CCCC(C)C3)c3ccccc3c2=O)cc1OC (stereo not given)	0.8	10	0.1	10
O=C(Nc1ccc(Cl)c(Cl)c1)c1cc(S(=O)(=O)N2CCCCCC2)ccc1F	-0.5	-4	0.1	1
O=C(Nc1cnn(-c2cccc(C(=O)O)c2)c1)Nc1ccccc1Cl	1.1	6	0.3	-8
CCC(CC)C(=O)N1c2ccc(C)cc2-c2c(ssc2=S)C1(C)C	-0.4	27	-0.7	-4
CCC(CC)C(=O)Nc1ccccc1Cl	2.9	16	0.5	3
CCOc1ccc(C2Nn3c(C)nnc3SC2C(=O)Nc2ccccc2Cl)cc1 (stereo not given)	0.3	-23	0.2	-1
COc1cccc(OC)c1CN1CCN(CCC(C)C)C(CCO)C1 (stereo not given)	1.0	-7	0.2	3
CCOc1ccc(S(=O)(=O)NCCC(=O)OCC(=O)N(C)CCC#N)cc1	1.3	7	0.0	-3
COc1ccc(F)cc1S(=O)(=O)NCCOc1ccc(-c2ccc(F)cc2)nn1	-0.4	-15	0.0	2
CN1CCN(c2ccnc(SCc3nc4ccccc4[nH]3)n2)CC1	-1.3	-8	-0.2	-1
COc1ccc(C)cc1N(CC(=O)N1CCN(c2ccc(F)cc2)CC1)S(C)(=O)=O	0.4	5	0.0	-1
C/C(=N\Nc1ccccc1[N+](=O)[O-])C1CC1	-0.4	21	-0.9	-13
COC(=O)C1=CN(Cc2ccc(Cl)cc2)C=C(C(=O)OC)C1c1cc(Br)c(OC)c(OC)c1	0.2	1	0.2	-3
O=C(N/N=C/c1c(O)ccc2ccccc12)c1cc(-c2cccc([N+](=O)[O-])c2)n[nH]1	2.7	5	-0.1	-1
Cc1ccc(NC(=O)c2ccc(F)c(S(=O)(=O)N3CCCCC3)c2)cc1F	-1.4	7	0.0	24
COc1cccc(N/C(SCc2ccc(C)cc2C)=C(/C#N)C(=O)NCc2cccs2)c1	2.1	-10	-0.2	-1
COc1cccc(CC2(CO)CCN(Cc3ccn[nH]3)CC2)c1	0.0	-1	-0.1	7
CCOC(=O)C1(CCOc2ccccc2)CCN(Cc2ccccn2)CC1	0.9	1	-0.1	0
O=C(Cc1ccc([N+](=O)[O-])cc1)Nc1cccc(-c2nc3ccccc3o2)c1	0.4	-9	0.0	-1
Cc1ccc(C)c(N2CCN(C(=O)Cc3noc4ccccc34)CC2)c1	-0.7	3	1.7	-5
O=C(/C=C/c1ccco1)NCCCN1CCN(CCCNC(=O)/C=C/c2ccco2)CC1	-0.6	6	0.0	3
Cc1ccc(N(C(=O)CC2CCCCC2)C2C=CS(=O)(=O)C2)cc1C (stereo not given)	2.4	7	0.0	10
CCN1C(=O)N/C(=C/c2cc(C)n(-c3ccc(N(CC)CC)cc3)c2C)C1=O	-0.2	9	0.5	1
C=CCSc1nnc(NC(=O)CSc2nc3ccccc3[nH]2)s1	-1.9	15	0.3	0
O=C(NCCOc1ccccc1)c1ccnc(N2CCCC2CO)c1 (stereo not given)	2.1	-6	0.1	-3
COC(=O)c1ccccc1Sc1cc[n+]([O-])cc1	1.5	-4	0.1	1
O=C(COC(=O)c1ccc([N+](=O)[O-])o1)Nc1ccc(Cl)c(C(F)(F)F)c1	-2.5	-5	-0.1	10
COc1ccc2nc(SCC(=O)Nc3ccc(S(N)(=O)=O)cc3)[nH]c2c1	-1.0	8	0.2	-3
O=C(CSc1ncccn1)NC1CC1	0.5	-16	0.1	-14
O=C(O)CCC(=O)Nc1ccc(CN2CCOCC2)cc1	1.7	2	-0.1	9
O=C(c1cccc([N+](=O)[O-])c1)N1CCN(c2ccccc2)CC1	-0.3	4	0.2	-10
CN1CCN(c2ccc([N+](=O)[O-])c(Sc3nc4ccccc4[nH]3)c2)CC1	0.4	20	0.2	0
Cc1nc2cc(Cl)c([N+](=O)[O-])cc2o1	2.5	-14	-0.1	1
COc1ccc(C(=O)Nc2cc([N+](=O)[O-])cc3oc(-c4ccccc4)cc23)cc1	-0.3	-7	0.0	7
COC(=O)c1ccccc1NC(=O)c1sc2ncn(CC(=O)N3CC(C)CC(C)C3)c(=O)c2c1C (stereo not given)	2.6	0	-0.1	0
N#Cc1c(N)nc2c(c1-c1cccc(Br)c1)CCCCC2	0.7	-1	0.1	-7
COc1cc2nc(N3CCN(Cc4ccc5c(c4)OCO5)CC3)nc(N)c2cc1OC	4.2	5	0.0	8
CCCn1c(=O)[nH]c2c(C(N)=O)nc(-c3ccc(N(C)C)cc3)nc21	0.9	10	-0.3	6
CCN1C2=C(C(=O)CCC2)C(c2ccc(O)c(Cl)c2)C2=C1CCCC2=O	-0.8	23	0.3	1
O=C1NC(=S)S/C1=C/c1cccn1-c1ccc([N+](=O)[O-])cc1	0.4	-8	0.0	0
CC(=O)Oc1cn(-c2ccccc2)c2nc(C)n3c4ccccc4nc3c12	1.7	10	-0.4	2
